GPR55 beta-arrestin – GPR55 agonists via beta-arrestin recruitment, primary screen, imaging, U2OS cells, beta-arrestin-GFP redistribution (AID 1961); G-protein coupled receptor 55 (Homo sapiens); U2OS GPR55 beta-arrestin-GFP redistribution imaging; higher % means a stronger effect; 0.048% of 290,000 active; one-dose activation, % at 10 µM; EC50 in µM for titrated hits;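 active = activation above 40% with more than 50 cells counted in the well; inconclusive = wells holding fewer than 50 cells, flagged as toxic or sparse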;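 note: U2OS osteosarcoma cells stably expressing GPR55 and beta-arrestin-GFP; plate controls were DMSO negative control for no effect and LPI positive control for full effect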
KOR beta-arrestin-1 – KOR agonists, beta-arrestin recruitment, primary screen, cell-based, luminescence, uHTS (AID 1777); Kappa-type opioid receptor (Homo sapiens); 0.02% of 280,000 active; KOR beta-arrestin recruitment, luminescence; higher % means a stronger effect; activation, % at 10 µM; hits with a dose series show EC50 in µM; in the data active = activation above about 50%, passing the limit was not always enough; note: a part of the inactive calls stands beside numbers as strong as those of hits
PhoP inhibition – inhibitors of PhoP regulon expression, primary screen, Salmonella Typhimurium, GFP reporter (AID 1863); S. Typhimurium PhoP-regulated promoter GFP reporter, 4 h; higher % means a stronger effect; 0.16% of 300,000 active; inhibition, % at 50 µM; hits with a dose series show IC50 in µM;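 active = inhibition over 29.93%, a cutoff 3 SD above the screen mean, later confirmed by dose response; inconclusive = inhibition over 29.93% but no dose response follow-up; inactive = inhibition at most 29.93% or unconfirmed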;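 note: 0% = low Mg2+ inducing control and 100% = high Mg2+ repressing control; strong numbers were not always called active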
GPR35 arrestin U2OS – GPR35 antagonists blocking zaprinast-driven arrestin recruitment, primary screen, imaging, U2OS, beta-arrestin-GFP, zaprinast agonist (AID 2058). G-protein coupled receptor 35 (Homo sapiens). U2OS GPR35 beta-arrestin-GFP translocation imaging, zaprinast antagonism; higher % means a stronger effect. inhibition, % at 10 µM; hits with a dose series show IC50 in µM. 0.052% of 290,000 active;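 active = inhibition of at least 50% with at least 30 cells and total cytoplasm GFP at most 10,000,000; inconclusive = under 30 cells or total GFP of 10,000,000 plus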
NTR1 agonist – agonists of NTR1, primary screen, imaging, U2OS cells, beta-arrestin-GFP, high content (AID 493036) | Neurotensin receptor type 1 (Homo sapiens), P30989 | NTR1-U2OS beta-arrestin-GFP spot imaging, agonist mode | activation, % at 20 µM | 0.17% of 330,000 active;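 active = activation at or above 40% of the spot to cytoplasm intensity ratio, with at least 20 cells analyzed; inconclusive = wells under 20 cells, flagged as cytotoxic or low count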;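 note: 0% = DMSO without peptide and 100% = 100 nM NTR1 peptide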
Target sequence (P30989 whole entry, looked up): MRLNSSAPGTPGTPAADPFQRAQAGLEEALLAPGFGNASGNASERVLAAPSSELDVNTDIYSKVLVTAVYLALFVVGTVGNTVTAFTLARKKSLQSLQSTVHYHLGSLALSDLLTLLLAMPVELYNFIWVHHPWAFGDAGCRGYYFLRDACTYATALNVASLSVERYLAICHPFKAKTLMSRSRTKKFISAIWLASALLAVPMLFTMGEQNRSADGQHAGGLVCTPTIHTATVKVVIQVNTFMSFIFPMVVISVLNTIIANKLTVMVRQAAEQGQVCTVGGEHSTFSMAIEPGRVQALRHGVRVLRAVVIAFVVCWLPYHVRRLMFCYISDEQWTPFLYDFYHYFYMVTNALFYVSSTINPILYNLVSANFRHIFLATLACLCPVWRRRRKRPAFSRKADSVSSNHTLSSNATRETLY
GPR55 antagonists – GPR55 antagonists blocking LPI-driven arrestin recruitment, primary screen, imaging, U2OS, beta-arrestin-GFP, LPI agonist (AID 2013); U2OS GPR55 beta-arrestin-GFP translocation imaging, LPI antagonism; higher % means a stronger effect; 0.13% of 290,000 active; inhibition, % at 10 µM; hits with a dose series show IC50 in µM;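 active = spots per cell inhibited over 60%, with over 100 cells counted and total cytoplasm intensity under 500,000; inconclusive = wells with under 100 cells, flagged as likely toxic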;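 note: U2OS cells stably carrying GPR55 and arrestin-GFP stimulated by 5 µM LPI near EC80; imaged beta-arrestin-GFP aggregate spots per cell after agonist stimulation; plate controls were LPI-stimulated DMSO wells for no effect and DMSO wells without LPI for full effect; some results filed as inactive read as strong as hits; confirmed hits need IC50 under 10 µM and bright autofluorescent wells are also inconclusive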
T cell HTS – modulators of CD8 T cell-vesicle binding, primary screen, mouse 2C CD8+ T cells, flow cytometry; 2C CD8+ T cell-vesicle binding; hits give low values; AID 2052, 2009; 0.068% of 330,000 active; calls only at 7 µM;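 active = response, share of CD8 T cells binding vesicles, and their 90th percentile fluorescence all below set limits, cut at about 80% in these data, passing the limit was not always enough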
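Assay system: 2C TCR transgenic mouse naive CD8+ T cells, MACS-purified | Read-out: CD8+ gate FL2 mean fluorescence as % of same-row positive control | Signal: High-throughput flow cytometry with anti-B7-1 and anti-CD8 staining | Timing: Binding step 1.5 h, 37 °C, antibody labelling 20 min, ice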
KOR beta-arrestin-2 – KOR antagonists, beta-arrestin recruitment, cell-based, luminescence, uHTS (AID 1778); Kappa-type opioid receptor (Homo sapiens); KOR beta-arrestin recruitment, luminescence, antagonist mode; higher % means a stronger effect; one-dose inhibition, % at 10 µM; IC50 in µM for titrated hits; 0.091% of 290,000 active; in the data active = inhibition above about 50%; note: strong numbers were not always called active
West Nile virus CPE – West Nile virus antiviral activity, cell-based, CPE readout (AID 1621); West Nile virus-infected cells, CPE inhibition; higher % means a stronger effect; CPE inhibition, % at 10 µM, or IC50 in µM where a hit was titrated; 0.02% of 290,000 active; in the data active = a potency from the dose series; inconclusive = CPE inhibition mostly from about 3.7% at the one dose, without a potency; inactive = the rest, 99 in 100 with CPE inhibition below about 2.2%; note: strong numbers were not always called active
T cell HTS vesicle-bound % – further read-out of T cell HTS, marked with its call; double positive events, %; measured here: CD8+ vesicle-bound cell fraction;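 binding gate set so that unloaded-vesicle control wells show 10% double positive cells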
NTR1 agonist cell count 20 µM – also measured in NTR1 agonist; calls as there; cell count; measured here: cell count, cytotoxicity flag
* hit, by the source's call; i = inactive; u = inconclusive; x = not tested or not shown; [ ] = another dose, or the depositor's remark.

nr	compound	GPR55 beta-arrestin	KOR beta-arrestin-1	PhoP inhibition	GPR35 arrestin U2OS	NTR1 agonist	NTR1 agonist cell count 20 µM	GPR55 antagonists	T cell HTS	T cell HTS vesicle-bound %	KOR beta-arrestin-2	West Nile virus CPE
1	CCC(=O)Nc1ccc(OC)cc1OC	-0.2%	-5.7%	0%	-16%	0.5	75	-4%	i	12	37%	0.2%
2	c1coc(CN=C2NC(=NCc3ccco3)c3ccccc32)c1	-0.2%	-8.1%	1%	-4%	0.3	54	-4%	i	12	-31%	-0.2%
3	COc1ccccc1C(=O)NC1CCSc2ccccc21 (stereo unspecified)	0.1%	-3.3%	0%	-2%	0.0	51	0%	i	61	3%	0.6%
4	Cc1cc(S(=O)(=O)NCCCN2CCOCC2)ccc1F	-0.1%	1.8%	2%	3%	2.8	34	20%	i	22	-29%	-0.1%
5	O=C(NC(Cc1ccccc1)C(=O)O)/C(=C/c1ccco1)NC(=O)c1cccc([N+](=O)[O-])c1 (stereo unspecified)	0.7%	3.2%	-2%	-13%	-0.8	75	10%	i	48	14%	0.4%
6	CCNC(=S)N1CCN(C(=O)C(Cc2ccccc2)NC(C)=O)CC1 (stereo unspecified)	-0.5%	0.5%	3%	0%	-1.3	31	-16%	i	41	-1%	0.5%
7	COc1ccc(-c2cc(C(=O)Nc3cc(OC)c(OC)c(OC)c3)no2)cc1	-0.1%	-2.3%	1%	9%	-1.2	38	2%	i	18	-7%	-0.7%
8	Cn1cc(C(=O)NCc2ccc(F)cc2)cn1	-0.3%	-7.0%	-7%	14%	1.7	62	3%	i	28	-10%	0.2%
9	NC(=O)c1nsc(C(=O)N(Cc2ccco2)C(C(=O)NC2CCCC2)c2ccc(O)cc2)c1N (stereo unspecified)	-0.1%	-4.0%	x	7%	-0.4	50	-7%	x	x	-26%	1.1%
10	CN(C)CCCNc1cc(Cl)c(S(=O)(=O)N2CCCCC2)cc1C(=O)O	0.2%	-4.0%	3%	3%	x	x	9%	x	x	-13%	x
11	COc1ccc(C2CC(O)(C(C)(C)O)NO2)cc1 (stereo unspecified)	0.1%	x	26%	-3%	1.6	41	6%	i	32	-22%	0.0%
12	O=C1/C(=C/c2cccc(Br)c2)SC(=S)N1CCC(=O)N(CCO)c1ccccc1	-0.1%	0.4%	11%	3%	12	66	-4%	i	57	-19%	u
13	CCCn1nnc(NC(=O)COc2ccc(Cl)cc2)n1	-0.2%	0.0%	6%	20%	-1.4	88	-2%	i	52	-7%	0.1%
14	COCCCNC(=O)Cn1ncc2c(=O)oc3ccccc3c21	0.0%	-1.2%	-18%	2%	-0.3	47	4%	i	46	-12%	0.1%
15	Cc1ccc(-c2csc(N3CCN(S(=O)(=O)c4ccc5c(c4)NC(=O)CO5)CC3)n2)cc1	0.2%	-0.8%	5%	4%	12	54	4%	i	15	-24%	0.1%

Sorted by length of the SMILES (smallest number first): four of the compounds above.
nr	compound	GPR55 beta-arrestin	KOR beta-arrestin-1	PhoP inhibition	GPR35 arrestin U2OS	NTR1 agonist	NTR1 agonist cell count 20 µM	GPR55 antagonists	T cell HTS	T cell HTS vesicle-bound %	KOR beta-arrestin-2	West Nile virus CPE
8	Cn1cc(C(=O)NCc2ccc(F)cc2)cn1	-0.3%	-7.0%	-7%	14%	1.7	62	3%	i	28	-10%	0.2%
2	c1coc(CN=C2NC(=NCc3ccco3)c3ccccc32)c1	-0.2%	-8.1%	1%	-4%	0.3	54	-4%	i	12	-31%	-0.2%
6	CCNC(=S)N1CCN(C(=O)C(Cc2ccccc2)NC(C)=O)CC1 (stereo unspecified)	-0.5%	0.5%	3%	0%	-1.3	31	-16%	i	41	-1%	0.5%
9	NC(=O)c1nsc(C(=O)N(Cc2ccco2)C(C(=O)NC2CCCC2)c2ccc(O)cc2)c1N (stereo unspecified)	-0.1%	-4.0%	x	7%	-0.4	50	-7%	x	x	-26%	1.1%

New compounds follow.
nr	compound	GPR55 beta-arrestin	KOR beta-arrestin-1	PhoP inhibition	GPR35 arrestin U2OS	NTR1 agonist	NTR1 agonist cell count 20 µM	GPR55 antagonists	T cell HTS	T cell HTS vesicle-bound %	KOR beta-arrestin-2	West Nile virus CPE
16	COc1ccc(Nc2nc(NCc3ccco3)nc(N/N=C/c3ccccc3Cl)n2)cc1	-0.2%	9.4%	30%	-9%	1.4	59	4%	i	44	13%	-0.3%
17	COc1ccc(NC(=O)Cn2nnc(C(=O)NCCc3ccc(OC)c(OC)c3)c2N)c(OC)c1	-0.5%	0.5%	3%	3%	-1.3	60	11%	i	52	7%	-0.1%
18	CC(=O)N1CCC(=NNc2ccc(S(=O)(=O)N3CCOCC3)cc2[N+](=O)[O-])CC1	-0.2%	-3.8%	2%	-8%	0.5	61	13%	i	33	20%	-0.3%
19	CCOc1cccc(OCCOCCNC(C)(C)C)c1	-0.3%	3.0%	6%	-3%	0.5	70	14%	i	29	17%	-0.3%
20	O=S(=O)(CCN1CCN(c2ccccn2)CC1)c1ccc(Cl)cc1Cl	0.3%	0.0%	3%	5%	2.9	51	1%	i	31	6%	-0.5%
21	CC(C)(C)c1ccc(Cn2nnc3c(=O)[nH]c(C4CCCN(C(=O)c5cccs5)C4)nc32)cc1 (stereo unspecified)	0.0%	-2.4%	14%	-15%	17	51	-1%	i	46	6%	-0.8%
22	Cn1c(SCC(=O)N2CCCC2)nnc1-c1cnccn1	-0.1%	x	0%	17%	0.6	47	9%	i	29	-45%[20 µM]	1.6%
23	COc1ccc(CCC(C)NCC(C)c2ccccc2)cc1 (stereo unspecified)	-0.2%	0.5%	-5%	-6%	-1.0	59	0%	i	58	8%	-0.1%
24	Cc1ccc(-n2c(C)cc(C3=NNC(=NC4CC4)SC3)c2C)cc1C	-0.1%	1.8%	29%	11%	2.3	92	-17%	i	61	13%	-1.0%
25	CCOC(=O)c1c(C)sc2c1N(C(=O)CN1CCOCC1)c1cc(Cl)ccc1S2	-0.1%	-5.0%	-2%	8%	1.3	62	-1%	i	45	25%	0.0%
26	COc1ccc(C[C@H]2CN3C(=NC[C@@H]3C)N2CCNC(=O)CCC2CCCCC2)cc1	0.2%	35%	-8%	-8%	0.4	83	12%	i	56	-14%	0.3%
27	NS(=O)(=O)c1ccc(N/C=C/C(=O)c2ccc(Br)cc2)cc1	0.2%	4.2%	20%	-6%	2.6	74	-4%	i	47	11%	-0.4%
28	CCn1ccnc1CN(C)Cc1cn(C)nc1-c1ccccc1F	0.2%	x	9%	13%	-0.4	66	10%	i	56	22%[20 µM]	-0.2%
29	COc1ccc(CCNc2oc(-c3cccc4ccccc34)nc2P(=O)(OC)OC)cc1OC	1.2%	-4.5%	-15%	-6%	1.1	65	1%	i	60	3%	0.1%
30	O=C(COc1ccccc1Cl)N(Cc1cccs1)C1CCS(=O)(=O)C1 (stereo unspecified)	-0.2%	4.2%	-5%	14%	1.4	60	1%	i	16	-27%	-0.8%
31	CN(C)CCN(CC1CCCN(Cc2ccccc2F)C1)C(=O)c1ccc(Cl)cc1 (stereo unspecified)	-0.4%	-0.4%	3%	0%	-1.5	53	-10%	i	59	-38%[20 µM]	0.3%
32	COc1cc(C)ccc1OCCOc1c(C)cccc1Cl	-0.1%	1.5%	-1%	1%	2.3	59	13%	i	44	11%	x
33	CC(C)NC(=O)c1c2c(nc3ccccc13)CCCC2	-0.4%	-6.8%	1%	22%	0.4	54	-4%	i	20	6%	0.2%
34	Cc1sc2nc3c(C(=O)N4CCCC4)cc(C(=O)c4ccccc4O)cn3c(=O)c2c1C	-0.1%	-0.8%	-9%	-6%	7.9	62	5%	i	56	-36%[20 µM]	-0.2%
35	CCOC(=O)Nc1cc(C(=O)OC)cc(C(=O)OC)c1	1.2%	-3.4%	-4%	18%	0.2	57	3%	i	40	-22%	u
36	COc1ccccc1-c1cc(C(=O)N/N=C\c2cn(C)nc2C)c2ccccc2n1	0.4%	0.6%	15%	-3%	1.0	70	1%	i	49	-2%	-0.4%
37	COc1cc(/C=N/NC(=O)c2cccc([N+](=O)[O-])c2)ccc1OCc1ccc(C)cc1	0.2%	8.1%	15%	4%	-1.1	100	5%	i	56	-126%	-0.2%
38	Cc1ccc(-n2nc3c(c2NC(=O)c2ccc(Br)o2)CSC3)c(C)c1	-0.3%	-2.9%	-9%	-10%	-0.8	53	13%	x	x	2%	0.2%
39	O=C(NCc1cccnc1)c1cccc(S(=O)(=O)N2CCCCC2)c1	-1.0%	-2.4%	-6%	2%	1.1	46	-3%	i	14	-8%	-0.3%
40	COc1ccc(N2CCN(C(=O)c3ccc4ccccc4n3)CC2)cc1	-0.1%	-1.8%	-4%	-14%	1.0	87	8%	i	51	23%[20 µM]	-0.6%
41	Cc1ccc(S(=O)(=O)Oc2ccc(/C=C3\N=C(c4cccc(C)c4)OC3=O)cc2)cc1	-0.1%	-3.6%	-3%	14%	-0.7	53	-1%	i	34	-15%	x
42	CCN1C(=O)C(CC(=O)Nc2c(C)cccc2C)SC1=Nc1ccc(S(N)(=O)=O)cc1 (stereo unspecified)	-0.5%	-5.0%	1%	9%	0.4	55	6%	i	44	-4%	0.3%
43	CNc1nccc(-c2ccc(Cl)cc2)c1C#N	0.3%	3.9%	-2%	4%	1.0	45	2%	i	34	-26%	-0.2%
44	CCN(CC)CCNC(=O)c1sc2ncn(CC(=O)Nc3ccc(C)c(Cl)c3)c(=O)c2c1C	-0.4%	-5.9%	3%	19%	0.1	93	10%	i	34	-18%	59%
45	CSc1ccc(-c2nc(O)c3cnccn23)cc1	0.1%	-2.2%	-4%	0%	2.5	89	-1%	i	62	-12%	-0.3%
46	CCOC(=O)C1=C(C)N=c2s/c(=C/c3ccc(OCC(=O)O)cc3)c(=O)n2C1c1ccc(F)cc1 (stereo unspecified)	0.4%	1.4%	-8%	-5%	3.1	99	8%	i	8	-20%	1.0%
47	Cc1cc(C)c(S(=O)(=O)c2cccc(Cl)c2)c(=O)[nH]1	-0.1%	-3.9%	3%	10%	-0.6	81	15%	i	45	9%	-0.2%

Screening data: PubChem BioAssay, several laboratories
